KRASV12 cytotoxicity: cytotoxicity in KRAS-transformed pancreatic duct cells, primary screen, cell-based, fluorescence, HTS (AID 431); HPDE-C7K KRASV12 cells, Alamar Blue viability, 48 h; higher % means a stronger effect; one-dose cytotoxicity, % at 10 µM; EC50 in µM for titrated hits; actives 1.7% (n = 63,000);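 active means compounds whose percent cytotoxicity in the single-dose primary screen, scaled between solvent and toxic-drug controls, exceeds 50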;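 further: 0% = DMSO solvent wells and 100% = doxorubicin-treated wells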
Bfl-1 displacement: displacement of Bid BH3 peptide from Bfl-1 – biochemical, fluorescence polarization, FITC-Bid, mouse, primary screen (AID 432). actives 0.02% (n = 64,000). displacement, % at 20 µM, or IC50 in µM where a hit was titrated. FITC-Bid BH3 peptide fluorescence polarization displacement; higher % means a stronger effect; in the data active means a potency from the dose series; inactive means the rest, 99 in 100 with displacement below about 15%; further: strong numbers were not always called active
HT1080 viability: cytotoxicity in HT1080 fibrosarcoma cells, cell-based, fluorescence readout (AID 620); HT1080 viability, fluorescence; higher % means a stronger effect; actives 0.42% (n = 87,000); one-dose cytotoxicity, % at 10 µM; EC50 in µM for titrated hits;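 further: cells exposed to compound overnight then 4 h with Alamar Blue; 0% = vehicle DMSO and 100% = killing control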
HPDE-C7 viability: cytotoxicity in HPDE-C7 cells, cell-based, fluorescence, HTS (AID 430). cytotoxicity, % at 10 µM; hits with a dose series show EC50 in µM. actives 1.8% (n = 63,000). HPDE-C7 pancreatic duct cells viability, fluorescence; higher % means a stronger effect;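 further: cells exposed to compound for 48 hours before viability readout; 0% = vehicle and 100% = reference cytotoxic drug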
Spn MK inh: inhibitors of Streptococcus pneumoniae mevalonate kinase | purified MK, PK/LDH-coupled NADH absorbance 340 nm | actives 0.48% (n = 65,000) | inhibition, % at 10 µM;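 active means ranked among the strongest by inhibition in the single 10 µM screen, a fixed top-ranked set picked for dose follow-up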; further: no value below 0 was filed
LYP inhibition: LYP phosphatase inhibitors, primary screen, biochemical, DiFMUP fluorescence, recombinant catalytic domain, 10 µM (AID 606) | recombinant LYP catalytic domain, DiFMUP fluorescence; higher % means a stronger effect | inhibition, % at 10 µM, or IC50 in µM where a hit was titrated | 52,000 tested, under 10 active;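 active means IC50 under 40 µM in the dose-response test; inactive means IC50 of 40 µM or more, or never dose-tested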
Spn DPM-DC inh: blocks S. pneumoniae diphosphomevalonate decarboxylase; purified DPM-DC, PK/LDH coupled NADH fluorescence; calls only at 10 µM; actives 0.49% (n = 65,000); AID 556;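 active means the 320 compounds with the highest percent inhibition in the single-dose primary screen, excluding strongly autofluorescent ones, cut at about 32% in these data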;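 further: kinetic rate of NADH fluorescence loss reporting ADP formed by the decarboxylase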
Alkaline phosphatase: inhibition of tissue-nonspecific alkaline phosphatase – biochemical, luminescent (AID 518); purified TNAP enzyme, luminescent substrate readout; higher % means a stronger effect; one-dose inhibition, % at 20 µM; IC50 in µM for titrated hits; actives 0.09% (n = 64,000); in the data active means a potency from the dose series; inactive means the rest, 99 in 100 with inhibition below about 22%;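 further: plate controls were vehicle for no effect and reference inhibitor for full effect; many of its hits are not listed in these tables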
PMK inhibit: blocks S. pneumoniae phosphomevalonate kinase; actives 0.49% (n = 65,000); inhibition, % at 10 µM; purified PMK, PK/LDH-coupled NADH absorbance 340 nm; AID 539;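 active means top-ranked compounds by inhibition in the single 10 µM screen, taking a fixed number of the strongest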;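 further: 0% = full reaction with DMSO carrier and 100% = background rate without enzyme reaction; no value below 0 was filed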
PMK inhibit pilot replicates: recorded beside PMK inhibit, whose call it bears; inhibition, %; measured here: pilot screen replicates
Spn MK inh pilot replicates: further read-out of Spn MK inh, marked with its call; inhibition, %; measured here: pilot screen replicates
Spn DPM-DC inh pilot screen %: also measured in Spn DPM-DC inh; calls as there; inhibition, %; measured here: pilot screen trials
Numbers without * were called inactive; i = inactive; / = not tested or not shown. Unless noted, no stated cut-off is given here; in the data, active means cytotoxicity above about 50%; inactive means the rest.

SMILES	KRASV12 cytotoxicity	Bfl-1 displacement	HT1080 viability	HPDE-C7 viability	Spn MK inh	LYP inhibition	Spn DPM-DC inh	Alkaline phosphatase	PMK inhibit	others
CCCOc1ccc(N2C(=O)CC(N3CCN(C(=O)c4ccco4)CC3)C2=O)cc1 (stereo not drawn)	-34%	4%	1%	-16%	4	3%	i	9%	4
CCOC(=O)N1CCN(C(=O)Cn2nc(C)c3sc4ccccc4c3c2=O)CC1	-5%	0%	-6%	-10%	0	9%	i	4%	6
Nc1nnc(SCC(=O)Nc2ccc(F)c(Cl)c2)n1-c1ccccc1	/	-1%	4%	/	8	7%	i	9%	0
CN(c1ccccc1C(=O)Nc1ccc2c(c1)OCO2)S(C)(=O)=O	-12%	-2%	-2%	2%	0	-3%	i	4%	0
O=C(NCC(=O)N(Cc1ccco1)C(C(=O)NC1CCCCC1)c1cccnc1)c1ccco1 (stereo not drawn)	-1%	0%	-2%	-4%	9	/	i	6%	10
Cc1nnc2ccc(N3CCC(C(N)=O)(N4CCCCC4)CC3)nn12	-1%	0%	0%	-14%	1	-4%	i	10%	0
COc1ccc(OCC(O)CN2CCCCC2)cc1 (stereo not drawn)	-5%	-7%	-7%	-10%	0	7%	i	9%	14
CCOCCOC(=O)c1[nH]c2c(c1C)C(=O)CC(c1ccc(N(C)C)cc1)C2 (stereo not drawn)	5%	1%	-4%	-3%	5	1%	i	11%	5
Cc1ccccc1-n1nc(C)c2cc(C(=O)N3CCOCC3)sc21	27%	-11%	1%	12%	6	-2%	i	13%	10
COc1ccc(NC(=O)N2CCn3c2nc2ccccc23)cc1	-18%	-2%	2%	-16%	2	-4%	i	2%	4
C=CCOC(=O)C(C#N)c1nc2ccccc2nc1N1CCC(C(=O)OCC)CC1 (stereo not drawn)	30%	-1%	-2%	26%	3	0%	i	15%	4
COC(=O)c1ccc(NC(=O)CN(c2ccc(C)cc2)S(=O)(=O)c2c(C)n[nH]c2C)cc1	-5%	-5%	6%	-11%	2	/	i	4%	15
COc1ccccc1C(=O)Nc1nnc(-c2ccc(Cl)cc2)o1	-1%	-7%	-5%	-10%	6	-6%	i	16%	16
Cc1ccc2c3c1C1(C(=O)N3C(C)(C)CC2C)C(C#N)=C(N)Oc2cc(O)ccc21 (stereo not drawn)	-32%	3%	-2%	-22%	10	-1%	i	-3%	9
CN=C(NC)SC1CC(=O)N(c2ccccc2)C1=O (stereo not drawn)	4%	2%	2%	-1%	5	11%	i	12%	2
CCS(=O)(=O)N1CCC(C(=O)NCc2cccnc2)CC1	-5%	-3%	-9%	-16%	7	/	i	9%	9
CC(=O)c1cccc(S(=O)(=O)N(Cc2cc3cc4c(cc3[nH]c2=O)OCCO4)CC2CCCO2)c1 (stereo not drawn)	10%	-3%	-6%	-9%	3	3%	i	8%	12
CCOC(=O)N1CC=C2C(C#N)=C(N)C(C#N)(C#N)[C@H](c3ccc(OCC)c(OCC)c3)[C@H]2C1	/	0%	-5%	/	13	14%	i	18%	9
Cc1cc(Oc2ccccc2)nc(SCC(N)=O)n1	-19%	-4%	4%	-15%	3	6%	i	10%	0
O=C(Nc1nccs1)c1cc(S(=O)(=O)N2CCCCC2)ccc1Cl	2%	-1%	-7%	-4%	6	/	i	-2%	10
CCn1c(SCc2cccc(C(F)(F)F)c2)nnc1-c1ccco1	-7%	-7%	19%	0%	4	6%	i	9%	4	PMK inhibit pilot replicates=2.5;Spn MK inh pilot replicates=0.0;Spn DPM-DC inh pilot screen %=1.0
CCOC(=O)CSc1nnc(CSc2nc3sc4c(c3c(=O)[nH]2)CCC4)n1C	8%	-6%	20%	9%	6	9%	i	10%	8
CC(C)CCN1CC(C(=O)NC(C)C)CC1=O (stereo not drawn)	-7%	-12%	3%	0%	0	-4%	i	2%	18
Cn1c(SCC(=O)c2ccc(F)cc2)nnc1-c1ccccc1N	4%	-5%	17%	10%	1	1%	i	12%	9
CCOCCCNC(=O)C1CCN(c2cc(C)nc3c(-c4ccc(OC)c(OC)c4)c(C)nn23)CC1	6%	3%	12%	-19%	3	0%	i	5%	7
CCCS(=O)(=O)N1CCCC(C(=O)N2CCOCC2)C1 (stereo not drawn)	-4%	-3%	-3%	-6%	1	/	i	-1%	13
CCOc1ccc2[nH]c(S(=O)(=O)CC)nc2c1Cl	-7%	0%	0%	-15%	6	1%	i	0%	9
CCOC(=O)c1sc(NC(=O)CSc2nnnn2-c2ccc(C)c(C)c2)nc1C	-11%	4%	-29%	-2%	10	0%	i	5%	15
CCOC(=O)c1cnc(Nc2nc3ccccc3o2)nc1CN1CCN(c2ccccc2)CC1	/	0%	2%	/	0	-4%	i	5%	0
COc1ccc(Br)cc1CNC(=O)C1CCC(=O)N1C(C)C (stereo not drawn)	-13%	3%	-6%	-4%	7	-1%	i	2%	6
CCOc1ccc(-c2nnc(SCC(=O)N3CCOCC3)o2)cc1	3%	3%	0%	0%	0	/	i	7%	4
O=C(NC1CCCCC1)N1CCCCCC1	6%	-5%	-4%	-4%	2	11%	i	6%	2
COc1ccc(C2C3=C(CCCC3=O)Nc3nc(C(F)(F)F)nn32)c(OC)c1OC (stereo not drawn)	-18%	-6%	2%	-11%	6	/	i	7%	5
CCN1CCCC1CNC(=O)CCNC(=O)c1cc(OC)c(OC)c(OC)c1 (stereo not drawn)	/	-9%	-1%	/	0	-3%	i	5%	15
COc1cc(/C=N/n2cnnc2)ccc1OCC(=O)N1CCOCC1	4%	-5%	-2%	12%	13	5%	i	10%	14	PMK inhibit pilot replicates=4.0;Spn MK inh pilot replicates=3.0;Spn DPM-DC inh pilot screen %=1.5
CC1CC(c2ccccc2)n2nc(NC(=O)CCc3ccccc3)nc2N1 (stereo not drawn)	4%	-2%	-5%	2%	4	-24%	i	0%	0
Cn1c(SCc2c(F)cccc2Cl)nnc1-c1cnccn1	-6%	-4%	-7%	-21%	11	/	i	8%	0
O=C(CCn1c(=O)oc2ccccc21)N(Cc1ccccc1)c1ccccn1	/	/	3%	/	5	23%	i	/	14
O=C(c1cc2nc(-c3ccccc3)cc(-c3ccccc3)n2n1)N1CCN(C(=O)c2ccco2)CC1	36%	-10%	1%	28%	9	0%	/	14%	8
CCOC(=O)c1oc2ccccc2c1NC(=O)c1cccs1	-2%	-6%	2%	-11%	9	6%	i	5%	13

Gathered by group, those above with a Cl atom (five)
SMILES	KRASV12 cytotoxicity	Bfl-1 displacement	HT1080 viability	HPDE-C7 viability	Spn MK inh	LYP inhibition	Spn DPM-DC inh	Alkaline phosphatase	PMK inhibit	others
Nc1nnc(SCC(=O)Nc2ccc(F)c(Cl)c2)n1-c1ccccc1	/	-1%	4%	/	8	7%	i	9%	0
COc1ccccc1C(=O)Nc1nnc(-c2ccc(Cl)cc2)o1	-1%	-7%	-5%	-10%	6	-6%	i	16%	16
O=C(Nc1nccs1)c1cc(S(=O)(=O)N2CCCCC2)ccc1Cl	2%	-1%	-7%	-4%	6	/	i	-2%	10
CCOc1ccc2[nH]c(S(=O)(=O)CC)nc2c1Cl	-7%	0%	0%	-15%	6	1%	i	0%	9
Cn1c(SCc2c(F)cccc2Cl)nnc1-c1cnccn1	-6%	-4%	-7%	-21%	11	/	i	8%	0

Next section
SMILES	KRASV12 cytotoxicity	Bfl-1 displacement	HT1080 viability	HPDE-C7 viability	Spn MK inh	LYP inhibition	Spn DPM-DC inh	Alkaline phosphatase	PMK inhibit	others
O=C(CCn1c(=S)oc2ccccc21)Nc1ccc2c(c1)OCCO2	/	/	0%	/	0	6%	i	/	11
COc1cc(OC)cc(C(=O)Nc2ccccc2N2CCOCC2)c1	-1%	0%	-7%	-4%	4	-44%	i	5%	17
COCCN1C=C(C(=O)OC)C(c2cc3c(cc2Br)OCO3)C(C(=O)OC)=C1	-1%	4%	3%	-6%	2	/	i	2%	0	PMK inhibit pilot replicates=0.5;Spn MK inh pilot replicates=2.0;Spn DPM-DC inh pilot screen %=9.5
CCOC(=O)C1=C(C)NC(=O)NC1c1c(OCC(=O)N2CCCCC2)ccc2ccccc12 (stereo not drawn)	-6%	-3%	6%	7%	8	12%	i	6%	11
CCOC(=O)N1CCN(C(=O)CCC(=O)N2CCOc3ccc(C)cc32)CC1	-8%	3%	-2%	-18%	4	-7%	i	-9%	14
C=CCc1ccccc1OCC(O)CNC (stereo not drawn)	10%	-7%	6%	-6%	11	/	i	10%	14
Cc1ccc(S(=O)(=O)N(C)Cc2ccc(-c3nnco3)cc2)cc1	/	/	-4%	/	0	4%	i	/	12
Cc1ccc(C(=O)CNc2nc3c(c(=O)[nH]c(=O)n3C)n2Cc2ccccc2)cc1	-18%	8%	45%	-21%	11	5%	i	12%	10
CC(CNC(=O)c1ccc(Br)o1)NC(=O)c1ccc(Br)o1 (stereo not drawn)	-5%	7%	1%	2%	6	/	i	9%	11
COC(=O)c1cccc(NC(=O)NC2CCCN2S(=O)(=O)c2ccc(Cl)cc2)c1 (stereo not drawn)	18%	-4%	-3%	-2%	11	1%	i	-8%	6	PMK inhibit pilot replicates=2.5;Spn MK inh pilot replicates=0.0;Spn DPM-DC inh pilot screen %=2.0
COc1ccc(OC)c(NC(=O)C2CC(=O)N(c3ccccc3)C2)c1 (stereo not drawn)	3%	-6%	-4%	3%	4	5%	i	11%	0
COc1cc2c3c(c1)C1(C(=O)N3C(C)(C)C=C2C)C(C#N)=C(N)Oc2cc(C)oc(=O)c21 (stereo not drawn)	-18%	-2%	-2%	-8%	3	2%	i	12%	6
Cc1nn(CC(=O)Nc2ccc(C(=O)N3CCCCC3)cc2)c(=O)c2ccccc12	5%	-4%	-1%	-4%	4	2%	i	9%	0
COc1ccccc1NC(=O)CSc1nnc(COc2ccc(Cl)cc2)n1Cc1ccco1	-15%	-9%	-2%	-33%	8	5%	i	12%	6
COc1ccc(C2CC(=O)c3cnc(NC(=O)c4ccccc4)nc3C2)c(OC)c1 (stereo not drawn)	-5%	-10%	-4%	-13%	1	/	i	6%	12
CCn1c(=O)n(CC(=O)NCc2ccco2)c(=O)c2ccccc21	/	/	-3%	/	0	/	i	/	8
COc1cc(OC)c(C2C(C(=O)Nc3ccc(C)cc3C)=C(C)Nc3ncnn32)cc1OC (stereo not drawn)	-1%	-5%	-2%	1%	11	/	i	0%	3
Cc1cccc(NC(=O)Cn2c(=O)n3nc(CCn4nc(C)cc4C)nc3c3ccccc32)c1	-4%	-16%	-2%	-10%	0	-8%	i	4%	5

Looked up by structure from above:
SMILES	KRASV12 cytotoxicity	Bfl-1 displacement	HT1080 viability	HPDE-C7 viability	Spn MK inh	LYP inhibition	Spn DPM-DC inh	Alkaline phosphatase	PMK inhibit	others
Cc1nn(CC(=O)Nc2ccc(C(=O)N3CCCCC3)cc2)c(=O)c2ccccc12	5%	-4%	-1%	-4%	4	2%	i	9%	0
CCn1c(=O)n(CC(=O)NCc2ccco2)c(=O)c2ccccc21	/	/	-3%	/	0	/	i	/	8

Rows are unselected; any-hit rate near 3.5%.
